Screens as filed in PubChem.
ERK EGF inh – qHTS Assay for Inhibitors of the ERK Signaling Pathway using a Homogeneous Screening Assay; Stimulation with EGF; Potency, µM (highest dose often 11.5 µM), for inactives: top-dose activity change, negative = inhibition, hits mostly inhibitors; 130,000 compounds, 0.41% hits; HEK293-V1b, EGF-stimulated phospho-ERK AlphaScreen; active = well fitted inhibition curve with a large enough effect; inconclusive = small, poorly fitted or top-dose-only effect, or effect the other way;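 note: plate controls were stimulated vehicle wells for no effect and unstimulated vehicle basal for full effect; nearly all actives have a fitted effect of over 55% in size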
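Stably V1b-transfected HEK293 cells; 30 min compound, then EGF 25 nM final for 5 min at 37C; 10 min lysis; phospho-ERK by AlphaScreen after 5 hr beads at room temperature.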
* marks the source's active call; other numbers are inactive results; ? = inconclusive; & = joins results of further samples; [ ] = dose if it differs, or a comment. Potency is the fitted concentration of half-maximal effect.

ERK EGF inh,Structure
-2%,COc1ccc(C2C(C(=O)c3sc(C)nc3C)=C(O)C(=O)N2CCN2CCOCC2)cc1 (stereo unspecified)
-3%,COc1ccc(CCNC(=O)c2nc(-c3cccs3)no2)cc1OC
-3%,COc1cccc(CNC(=O)Cc2csc(Nc3nc(=S)[nH]c4ccccc34)n2)c1
-2%,COc1ccc(NC(=O)CSc2nc3nc(-c4cccs4)cc(C(F)(F)F)c3c(=O)[nH]2)c(OC)c1
-1%,O=C(CCNC(=O)c1ccc(Cl)cc1)Nc1ccc(Cl)cc1F
1%,COc1cc(C2Nc3c(F)cccc3C3C=CCC32)cc(Br)c1OC (stereo unspecified)
?,Cc1cc(/C=N/NC(N)=S)c(C)n1-c1ccc(Cl)c(Cl)c1
1%[57.5 µM],CCOC(=O)N1CCN(Cc2nc(C3CC3)no2)CC1
2%,CC1(C)CC(=O)C2=C(C1)NC(Nc1nc3ccccc3o1)=NC2c1ccccn1 (stereo unspecified)
10%,COC(=O)C1CC(=O)c2sccc2C1 (stereo unspecified)
-8%,Cc1noc(C)c1C(=O)N1CCCC(C(=O)c2cccc(C(F)(F)F)c2)C1 (stereo unspecified)
-2%,CCn1ccnc1CN(C)Cc1cn(-c2ccccc2)nc1-c1ccc(OC)cc1F
10%,COc1ccccc1CNC(=O)C1CCN(S(=O)(=O)c2ccc3c(c2)OCCCO3)CC1
9%,O=C1c2ccccc2C(=O)C1(CO)c1ccccc1
-5%,CC(=O)c1ccccc1NS(=O)(=O)c1ccccc1Cl
1%,CCCCCCCCCCCCC(=O)N1CCCC[C@H]1CNC(=O)[C@@H](N)CCCCN
-6%,Cc1ccnc(NS(=O)(=O)c2ccc(NC(=O)c3ccc([N+](=O)[O-])s3)cc2)n1
-5%,Cc1ccccc1NC(=O)c1c(C)nn(-c2ccccc2)c1Cl
9%,O=C(CN1C(=O)c2cccc3cccc(c23)C1=O)NCCN1CCOCC1
10%[57.5 µM],CCNC(=O)COC(=O)/C=C/c1c(C)nn(Cc2cccc(OC)c2)c1Cl
4%,Cc1nc2ccccn2c1C(=O)NNC(=S)Nc1ccc(Cl)cc1
9%[57.5 µM],CCOC(=O)c1c(/N=C/C2=C(O)CC(C)(C)CC2=O)sc2c1CCCC2
3%,C=C(C)Cn1c(SCC(=O)N/N=C/c2c(O)ccc3ccccc23)nc2ccccc2c1=O
3%,CC1=C(C(=O)OC2CCCCC2)C(c2cccnc2)n2nnnc2N1 (stereo unspecified)
-1%,CCN(CC)N=Nc1ccc(C(=O)O)cc1
9%[57.5 µM],O=C(Cc1c(F)cccc1Cl)Nc1cc(S(=O)(=O)N2CCCCC2)ccc1N1CCOCC1
2%,O=C(Nc1ccccc1)c1cc(Cl)nc2ccccc12
-3%[57.5 µM],CC(=O)Nc1ccc(Nc2ncnc3ccccc23)cc1
-4%,Cc1[nH]c(=O)[nH]c(=O)c1NC(=O)c1ccc(OC(C)C)cc1
2%,CC(=O)N[C@H](C(=O)O)C(C)(C)SN=O

(more compounds)
ERK EGF inh,Structure
0%,CS(=O)(=O)NN1C(=O)c2ccccc2NC12CCCC2
-5%,O=C(CC1C(=O)NCCN1C(=O)Nc1ccccc1)Nc1cccc(Cl)c1 (stereo unspecified)
-12%,CNC(=S)NNc1nncc2ccccc12
3%,Cc1noc(C)c1COC(=O)CNC(=O)c1cccc(F)c1
-13%,CC(C)(C)CN1CCNC(=O)C1CC(=O)NCCc1cnn(-c2ccccc2)c1 (stereo unspecified)
-19%[57.5 µM],N#CC1=C(S)N(c2ccccc2)C(c2ccc(-c3ccc(Cl)c(Cl)c3)o2)NC1=O (stereo unspecified)
-3%,CCOC(=S)SCC(=O)N1CCc2cc(OC)ccc2C1C1C(=O)CCCC1=O (stereo unspecified)
-3%,COc1ccc(C(=O)C2C(c3ccc(-c4ccccc4[N+](=O)[O-])o3)NC(=O)NC2(O)C(F)(F)F)cc1 (stereo unspecified)
-4%,Cc1ccc(CSc2nc3ccccc3c(=O)[nH]2)cc1
12%,O=C(NC(=S)Nn1cnc2c(cnn2-c2ccccc2)c1=O)c1ccc(Cl)cc1
-5%,CC(C)c1ccccc1-n1c(-c2cccnc2)n[nH]c1=S
-7%,COCCSc1nnc(NC(=O)c2ccc([N+](=O)[O-])cc2)s1
1%,COc1ccc(OC)c(-c2csc(N(Cc3ccco3)C(=O)c3ccco3)n2)c1
-3%,CC(C)n1c(-c2cccs2)nc2ccccc21
-3%[57.5 µM],COC(=O)c1sc2ncn(N)c(=O)c2c1C
-5%[57.5 µM],CC(=O)Nc1ccc2c(COC(=O)[C@H](C)N3C(=O)C4CCCCC4C3=O)cc(=O)oc2c1 (stereo partly specified)
4%,COc1ccc2nc(Nc3nc4cc5c(cc4s3)OCCO5)sc2c1
-7%,Cc1cccc(NC(=O)C(=O)NCCCc2ccccc2)c1
?,COC(=O)c1ccc(-n2c(C)cc(C(=O)COC(=O)CNS(=O)(=O)c3ccc(C)cc3)c2C)cc1
?,N#Cc1nccnc1S(=O)(=O)c1cccs1
9%,COc1ccc(C(=O)Oc2coc(CSc3nnc(NC(=O)c4cccs4)s3)cc2=O)cc1
-1%,O=C(NCCc1c[nH]c2ccccc12)C(=O)NCC1OCCN1S(=O)(=O)c1ccc(F)cc1 (stereo unspecified)
-12%,CS(=O)(=O)c1ccc(Cl)c(NC(=O)COC(=O)c2c(Cl)cccc2Cl)c1
8%,Cn1cccc1C(=O)N1CCC[C@@]2(CCN(c3ncccn3)C2)C1
3%,Cc1cc(C(=O)OCC(=O)Nc2ccc(F)c(F)c2F)c(C)o1
-2%,Cc1cccc(C2c3[nH]c4ccccc4c3CCN2C(=O)c2cc(CC(C)C)nc(C)n2)n1 (stereo unspecified)
-9%,O=C(Oc1ccc(N2C(=O)CCC2=O)cc1)c1ccccc1
-11%[57.5 µM],COc1ccc2[nH]c3c(c2c1)CCn1c-3nc2ccccc2c1=O
1%,O=C(O)c1ccc(Cl)c(S(=O)(=O)NC(Cc2ccccc2)C(=O)O)c1 (stereo unspecified)
3%,CCOC(=O)CCCNC(=O)COC(=O)/C=C/c1ccc2c(c1)OCO2

Continuation.
ERK EGF inh,Structure
-5%,CC(=O)NN1C(=O)c2ccccc2NC1c1ccoc1 (stereo unspecified)
12%,CCc1ccc(NC(=O)C(=O)N/N=C(\C)CC(=O)Nc2ccccn2)cc1
5%,Cc1ccc2cccc(SCC(=O)NCC#N)c2n1
-6%,CC(Sc1nnc(COc2ccc(Cl)cc2)n1Cc1ccccc1)C(=O)O (stereo unspecified)
-1%,N/C(=N\OC(=O)COc1ccccc1Cl)c1ccc(Cl)cc1
?,O=C(NC(=S)NC1CCSC1=O)c1ccccc1 (stereo unspecified)
-3%,C=CCOC(=O)N[C@H](/C(C(=O)OC)=C(\C)NCc1ccccc1)c1cccc(F)c1
8%,COc1ccc(N(C(C)=O)c2nc(C)cc(C)c2C#N)c(OC)c1
4%[57.5 µM],c1ccc(-c2nccnc2-c2ccccc2)cc1
8%,CC(=O)Nc1cccc(NC=C(C#N)C#N)c1
-11%,COC(=O)c1cc(NS(=O)(=O)c2ccc(N3CCOCC3)c([N+](=O)[O-])c2)cc(C(=O)OC)c1
-7%,O=C(CSc1ccccn1)N/N=C/C=C/c1ccccc1
1%,CCc1cccc(NC(=O)Cn2cc(C=O)c3ccccc32)c1
3%,O=C(CSCc1ccc(C(=O)O)cc1)Nc1ccccc1
16%,COc1cc(C(=O)NCc2ccccc2)cc(Br)c1OC
0%,CC1CCC2(CC1)OCC1(CCC3(COC4(CCC(C)CC4)OC3)C1=O)CO2 (stereo unspecified)
-7%[57.5 µM],COc1cccc(-n2c(SCC(=O)N3CCCCC3)nc3c([nH]c4ccccc43)c2=O)c1
11%,COc1ccc(NS(=O)(=O)c2ccc(N3CCOCC3)c(NC(=O)c3ccc(OC)cc3)c2)cc1
6%[57.5 µM],O=C(NNC(=O)C1[C@H]2CCCC[C@@H]12)c1ccc(=O)oc1 (stereo partly specified)
-5%,CCOC(=O)c1sc2ccccc2c1NC(=O)c1coc2ccccc2c1=O
-13%[57.5 µM],C/C(=N/NC(=O)CNC(=O)c1ccncc1)c1ccco1
-10%[57.5 µM],CCN1CSC(=S)N(Cc2ccc(OC)cc2)C1
-1%[57.5 µM],CC(C)[N+]1=C2C=CC=CC=C2SC12C([N+](=O)[O-])=CC(=[N+]([O-])[O-])C=C2[N+](=O)[O-] (stereo unspecified)
-8%,CC12CCC(C(=O)N(NC(=O)c3ccccc3Cl)C1=O)C2(C)C (stereo unspecified)
7%[57.5 µM],COc1cc(Nc2ncnc(N)n2)cc(OC)c1OC
2%,COC(=O)CCC(=O)NNC(=O)CCC(=O)Nc1cccc(Cl)c1C
0%,Cc1cc(-c2ccccc2)n2ncc(-c3ccccc3)c2n1
-1%,COc1ccc(N(CCCN2C(=O)c3cccc4cccc(c34)C2=O)C(=O)c2cccs2)cc1
0%,CCOC(=O)c1[nH]cnc1C(=O)NC(C)C
-7%[57.5 µM],O=C(c1ccc(Cl)cc1)N1CCCC(C(=O)N2CCc3ccccc3C2)C1 (stereo unspecified)

Next part
ERK EGF inh,Structure
6%[57.5 µM],Cc1onc(-c2c(Cl)cccc2Cl)c1C(=O)c1ccc(F)cc1
1%,CCCCCc1nnc(NC(=O)Cn2cnc3ccccc3c2=O)s1
-5%,CSc1ccccc1C(=O)N1CCc2ccccc2C1
2%,C/C(=N\S(=O)(=O)c1ccc(C)cc1)Nc1cc(C(C)C)c(O)cc1C
?,COc1ccc(C(=O)/C=C/C(=O)N(CC(=O)NC2CCCCC2)CC2CCCO2)c(O)c1 (stereo unspecified)
0%,Cc1ccccc1NC(=O)CC1c2ccccc2CC(C)(C)N1C (stereo unspecified)
-10%,COc1ccc(NC(=S)NCCc2c(C)[nH]c3ccc(OC)cc23)cc1
-16%,O=C(NP(=O)(N1CCCC1)N1CCCC1)C1=C(N2CCOCC2)/C(=C/c2cccc([N+](=O)[O-])c2)CC1
7%,Cc1noc(C)c1C(=O)N1CCC2(CC1)CCN(c1ccccn1)CC2
-6%,CC(C)Cn1c(N)c(C(=O)CSc2ccccc2)c(=O)n(C)c1=O
-10%&2%,O=c1[nH]c2ccccc2n1CCCN1CCN(C(c2ccccc2)c2ccccc2)CC1
13%,Cc1ccc(NC(=O)c2ccccc2O)cc1
-4%,Cc1nc2c(cc1C(=O)N/N=C/c1ccc(O)c(O)c1)c(=O)n(C)c(=O)n2C
4%,COc1ccc(NC(=O)C/C(C)=N/NC(=O)c2cnccn2)cc1
?,CCc1ccc(OCC(O)CN2CCC(CN3C(=O)c4cccc5cccc(c45)C3=O)CC2)cc1 (stereo unspecified)
34%,C=CCNC(=S)/C(=C(/[O-])c1ccc([N+](=O)[O-])cc1)[n+]1ccccc1
4%,CSc1ncccc1C(=O)Nc1ccc(F)c(F)c1F
-3%,Cc1oc(-c2ccc(C(F)(F)F)cc2)nc1CN(Cc1ccccn1)C[C@@H]1CCC(=O)N1
14%,COc1ccccc1NS(=O)(=O)c1cccc(NC(=O)c2cc3ccccc3oc2=O)c1
-7%,N/C(=N\OC(=O)CCCN1C(=O)c2ccccc2C1=O)c1ccccn1
12%,O=C(Nc1ccc(-c2noc(-c3ccccc3F)n2)cc1)c1cccs1
7%,Cc1nc(SCC(=O)NCc2cccs2)nc(C)c1C
-15%,COc1ccc([N+](=O)[O-])cc1NC(=O)COC(=O)C=C(C)C
24%,O=C(COC(=O)[C@H](Cc1ccccc1)NC(=O)c1cccs1)NC1CCCCC1
-5%,O=C(N/C(=C\c1ccco1)C(=O)N1CCOCC1)c1ccco1
34%[57.5 µM],Cc1cccc(C)c1NC(=S)N(CCc1ccncc1)C(C)C
-6%[57.5 µM],Cc1nc(SCC(=O)O)n[nH]1
-4%[57.5 µM],Cc1ccc(-c2c(C)sc3ncn(CC(=O)N4CCOCC4)c(=O)c23)cc1C
-2%,CCN(CC)CCC(=O)c1ccc(F)cc1
8%,CCc1nnc(NC(=O)CCN(c2ccc(C)cc2)S(=O)(=O)c2ccccc2)s1

Further structures:
ERK EGF inh,Structure
-11%,S=C1NC2=C(CCCC2)C2(CCCCC2)N1
1%,CCS(=O)(=O)N1Cc2ccccc2CC1C(=O)Nc1nc2c(C)cccc2s1 (stereo unspecified)
5%,COc1ccc2cnn(-c3ccccc3C)c(=O)c2c1OC
7%,O=C(CC1C(=O)NCCN1CC(c1ccccc1)c1ccccc1)NCCc1cn[nH]c1 (stereo unspecified)
-4%,COc1ccccc1CNC(=O)C1Cc2ccccc2C(=O)O1 (stereo unspecified)

Not a retest: an excerpt of the list.
ERK EGF inh,Structure
-3%,Cc1oc(-c2ccc(C(F)(F)F)cc2)nc1CN(Cc1ccccn1)C[C@@H]1CCC(=O)N1
14%,COc1ccccc1NS(=O)(=O)c1cccc(NC(=O)c2cc3ccccc3oc2=O)c1
-7%,N/C(=N\OC(=O)CCCN1C(=O)c2ccccc2C1=O)c1ccccn1
12%,O=C(Nc1ccc(-c2noc(-c3ccccc3F)n2)cc1)c1cccs1
7%,Cc1nc(SCC(=O)NCc2cccs2)nc(C)c1C
-15%,COc1ccc([N+](=O)[O-])cc1NC(=O)COC(=O)C=C(C)C
24%,O=C(COC(=O)[C@H](Cc1ccccc1)NC(=O)c1cccs1)NC1CCCCC1
-5%,O=C(N/C(=C\c1ccco1)C(=O)N1CCOCC1)c1ccco1
34%[57.5 µM],Cc1cccc(C)c1NC(=S)N(CCc1ccncc1)C(C)C
-6%[57.5 µM],Cc1nc(SCC(=O)O)n[nH]1
-4%[57.5 µM],Cc1ccc(-c2c(C)sc3ncn(CC(=O)N4CCOCC4)c(=O)c23)cc1C
-2%,CCN(CC)CCC(=O)c1ccc(F)cc1
8%,CCc1nnc(NC(=O)CCN(c2ccc(C)cc2)S(=O)(=O)c2ccccc2)s1
-11%,S=C1NC2=C(CCCC2)C2(CCCCC2)N1
1%,CCS(=O)(=O)N1Cc2ccccc2CC1C(=O)Nc1nc2c(C)cccc2s1 (stereo unspecified)

The list is partial, so the mix of outcomes need not match the whole.
